# ALDH1A1 block: inhibitors of human aldehyde dehydrogenase 1A1. P00352. Purified ALDH1A1, NADH fluorescence, propionaldehyde substrate. Potency, µM (titrated, usually from 75.3 µM), inactives show top-dose activity, negative = inhibition, actives largely listed as inhibitors. 7.3% of 220,000 active. AID 1030; active = well fitted inhibition curve with a large enough effect, not every such curve was filed as active; inconclusive = small, poorly fitted or top-dose-only effect, or another doubt; inactive = no such curve, though single readings can be large or run the other way;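 note: plate controls were no enzyme wells and a reference inhibitor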
# Target sequence (P00352 whole entry, looked up): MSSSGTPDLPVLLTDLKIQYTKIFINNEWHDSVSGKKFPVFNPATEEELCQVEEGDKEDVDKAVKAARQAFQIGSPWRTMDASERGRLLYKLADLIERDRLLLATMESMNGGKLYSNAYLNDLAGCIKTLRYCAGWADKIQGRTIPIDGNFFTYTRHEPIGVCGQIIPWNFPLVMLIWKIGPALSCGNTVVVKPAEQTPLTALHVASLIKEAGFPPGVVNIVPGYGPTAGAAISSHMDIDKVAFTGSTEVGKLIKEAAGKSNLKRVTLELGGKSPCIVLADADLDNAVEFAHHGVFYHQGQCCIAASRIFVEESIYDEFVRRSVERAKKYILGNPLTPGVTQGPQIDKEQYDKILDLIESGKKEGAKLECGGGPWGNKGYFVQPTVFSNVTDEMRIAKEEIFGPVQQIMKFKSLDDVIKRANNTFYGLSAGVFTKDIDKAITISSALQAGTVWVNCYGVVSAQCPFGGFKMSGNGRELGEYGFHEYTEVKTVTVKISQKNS
# GAA glycogen mod: alters human alpha-glucosidase cleavage of glycogen. Potency, µM (top dose mostly 76.4 µM), inactives show top-dose activity change, negative = inhibition, most hits filed as inhibitors. P10253. recombinant GAA, glycogen substrate, Amplex Red glucose oxidase fluorescence. AID 2100. 0.38% of 300,000 active;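 note: 0% = full enzyme reaction and -100% = no-enzyme basal signal; the screen sought inhibitors and activators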
#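 qHTS, 1536-well; enzyme 4 nM final; cpd up to 77 uM; substrate bovine liver glycogen 30 ug; 50 mM citrate/phosphate pH 5.0, 0.01% Tween-20; 37 C, 40 min; Amplex Red detection 45 min RT; Hill fit → AC50.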
# Epigenetic reg: derepresses silenced GFP reporter in murine cells. murine LDR cells, GFP reporter derepression, 30 h. Potency, µM (top dose mostly 53.9 µM), without a hit: at the highest dose GFP activation, hits mostly activators. 0.2% of 280,000 active. AID 1865; note: % of control where 0% means no effect; nearly all actives have a fitted effect of over 60% in size
#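 GFP-positive cell count by laser-scanning cytometry (objects 20–120 um) after 30 h, 37 C compound exposure of murine LDR cells; reporter is CMV-GFP integrated at a silenced locus, inducible by HDAC or DNMT inhibitors.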
# GLA spleen mod: inhibits or activates alpha-galactosidase in human spleen homogenate | 0.008% of 240,000 active | human spleen homogenate, 4MU-alpha-Gal fluorescence, 40 min | P06280 | Potency, µM (top dose mostly 80 µM), inactives show top-dose activity change, negative = inhibition, actives largely listed as inhibitors;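 note: 0% = enzyme with vehicle and -100% = no enzyme basal signal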
# Target sequence (P06280 32-429 limits assumed): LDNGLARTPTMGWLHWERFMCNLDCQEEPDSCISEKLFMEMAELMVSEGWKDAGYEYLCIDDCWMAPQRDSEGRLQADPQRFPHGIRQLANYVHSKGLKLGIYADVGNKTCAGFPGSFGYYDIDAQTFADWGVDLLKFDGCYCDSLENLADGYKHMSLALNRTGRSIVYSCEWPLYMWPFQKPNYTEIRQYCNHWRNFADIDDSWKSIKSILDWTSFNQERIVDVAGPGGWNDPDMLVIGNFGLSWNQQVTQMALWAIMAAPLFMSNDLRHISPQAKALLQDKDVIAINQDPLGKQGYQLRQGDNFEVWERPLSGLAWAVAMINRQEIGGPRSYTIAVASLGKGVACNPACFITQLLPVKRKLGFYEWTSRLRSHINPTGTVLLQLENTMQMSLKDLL
#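 Human spleen homogenate (1 ug) was the enzyme source, with 4-methylumbelliferyl-alpha-D-galactopyranoside (1 mM final) in pH 5.0 citrate buffer with 0.01% Tween-20. Compounds were titrated; after 40 min at 37C, NaOH/glycine stop, 4-MU fluorescence read; AC50 from Hill fits.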
# GAA inhib: inhibitors of human lysosomal alpha-glucosidase; purified human GAA, 4-MU-alpha-glucoside fluorescence; AID 1466; Potency, µM (series often up to 76.9 µM), inactives show at the top dose activity change, negative = inhibition, actives largely listed as inhibitors; P10253; 0.005% of 200,000 active;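 note: plate controls were uninhibited enzyme wells for no effect and no-enzyme background for full effect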
#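 Compounds are titrated up to 77 uM against 4 nM human enzyme. Substrate 4-methylumbelliferyl-alpha-D-pyranoside (400 uM) reacts 20 min at room temperature in pH 5.0 buffer; liberated 4-methylumbelliferone is read at 440 nm.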
# GAA spleen mod: lysosomal alpha-glucosidase (human) modulation; P10253; human spleen homogenate, 4-MU-alpha-glucoside fluorescence; Potency, µM (highest dose often 79.9 µM), for inactives: at the top dose activity change, negative = inhibition, most hits filed as inhibitors; 0.006% of 240,000 active;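 note: 0% = enzyme with vehicle and -100% = no enzyme basal signal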
#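 Compounds were titrated against alpha-glucosidase in spleen homogenate at pH 5.0, with 1 mM 4-methylumbelliferyl substrate for 40 min at 37 C. Reactions were quenched with pH 10 NaOH/glycine and fluorescence measured.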
# Tau fluor cs: counter-screen for tau fibril formation inhibitors; tau K18 P301L (four-repeat tau fragment) Alexa594 fluorescence, heparin fibrillization; Potency, µM (top dose mostly 57.7 µM), for inactives: at the top dose activity change, negative = decrease; 0.93% of 280,000 active; AID 1463; note: % is set by controls: 0 for no effect and ±100 for the full control effect; nearly all actives have a fitted effect of over 55% in size
#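 Human K18 P301L tau (15 uM unlabeled plus 0.24 uM Alexa 594-labeled, final) in 100 mM sodium acetate pH 7 was mixed with compound and 20 uM heparin and incubated 6 hr at 37 C.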
# NPSR antagonist: antagonists of human neuropeptide S receptor cAMP signaling; Q6W5P4; CHO-NPSR cells, cAMP TR-FRET, antagonist mode; Potency, µM (doses to about 38.3 µM), without a hit: at the highest dose activity change, negative = inhibition, actives largely listed as inhibitors; 1% of 220,000 active; note: % is set by controls: 0 for no effect and ±100 for the full control effect; nearly all actives have a fitted effect of over 50% in size; many of its hits are not listed in these tables
# * hit, by the source's call; ? = inconclusive; / = not tested or not shown; & = joins results of further samples; [ ] = dose if it differs, or a comment. Unless noted, calls come from the whole dose curve; as a rule, active = well fitted curve in the direction sought with a large enough effect; inconclusive = small, poorly fitted or top-dose-only effect, or another doubt; inactive = no such curve, though single readings can be large; an effect the other way counts as inactive or inconclusive. Potency is the fitted concentration of half-maximal effect.
SMILES,ALDH1A1 block,GAA glycogen mod,Epigenetic reg,GLA spleen mod,GAA inhib,GAA spleen mod,Tau fluor cs,NPSR antagonist
COC(=O)C1=C(N)Oc2cc(C)n(Cc3cccnc3)c(=O)c2C1c1ccc(OC)c(OC)c1OC (configuration not stated),1%,0%,8.5%,0%,2%,-8%,-7%,-21%[46.1 µM]
CSc1cccc(NC(=S)NCCCO)c1,-3%,-1%,0.5%,8%,5%[15.4 µM],3%,-20%,-30%
Cc1ccc(NC(=O)C2C(c3ccccc3)C=CC(c3ccccc3)C2C(=O)O)cc1 (configuration not stated),?,-1%,-2.6%,-7%,-6%,-2%,-3%,-17%[46.1 µM]
Cc1cc(C(=O)CSc2nnc(N)s2)c(C)n1-c1c(C)n(C)n(-c2ccccc2)c1=O,1%,7%,-0.2%,2%,2%,4%,-10%,-6%[46.1 µM]
COc1ccc(/C=N\NC(=O)/C(=C\Nc2nccc(C)n2)NC(=O)c2ccccc2)cc1,?,-9%,-1.5%,10%,-2%,4%,-8%,-5%[46.1 µM]
CCOC(=O)N1CCN(C(=O)Cn2cnc3ccccc3c2=O)CC1,-7%,21%,1.1%,-6%,11%,2%,0%,5%
Cc1ccc(Cn2ncc3c(N4CCOCC4)ncnc32)cc1,1%,3%,-1.1%,7%,-1%,1%,-6%,-4%[46.1 µM]
COc1cc(S(=O)(=O)NCc2ccccc2)ccc1Br,4%,7%,2.1%,3%,-7%,3%,-14%,-4%
CCn1cc([C@@H]2C[C@H]3CN(Cc4cccc(Cl)c4)C(=O)[C@]34CCCN24)c(C)n1,6%,3%,0.4%,-17%,8%,-1%,1%,-9%
CCn1cc(CNCc2cn(C)nc2-c2ccc(C3CCCCC3)cc2)cn1,?,-9%,2.4%,2%,2%,-9%,0%,18%
COc1cccc(CNC(=O)CCC2CCCN(c3cc(C)nc(N(C)C)n3)C2)c1 (configuration not stated),-7%,-6%,2.4%,6%,-17%,-2%,1%,-16%
O=C(c1ccc(Cl)c(Cl)c1)c1cnc(Nc2ccccc2)s1,-12%,6%,0.0%,-2%,-2%,4%,-10%,-6%[46.1 µM]
COc1cccc(OCCCCCN2CCOCC2)c1,?,3%,0.7%,2%,2%,7%,3%,?
CCOc1cc(CNc2ccc(N3CCCC3)cc2)cc(Cl)c1OC,32µM*,5%,2.0%,-3%,-19%,0%,?,-15%
O=C(CCC1CCCCC1)NC1=NCCS1,-8%,2%,0.0%,9%,4%,6%,-4%,9%
COc1ccc(S(=O)(=O)NCCN2CCOCC2)c2ccccc12,-3%,-3%,0.0%,5%,-11%,4%,2%,8%[46.1 µM]
Cc1cc(C)n(C(CC(=O)O)C(=O)O)n1 (configuration not stated),9%,-6%,-2.4%,4%,-2%,5%,1%,-13%[46.1 µM]
Cn1c(SCC(=O)c2ccc3c(c2)NC(=O)CO3)nc2ccccc21,3%,10%,-5.8%,-1%,1%,1%,-15%,-44%
C=CCNc1scc(-c2ccccc2)[n+]1CC=C,6%,6%,-1.8%,7%,-6%,1%,4%,-6%
CN(C)S(=O)(=O)N1CCC(CO)(Cc2cccc(C(F)(F)F)c2)CC1,2%,-6%,-3.6%,0%,-4%,-1%,-13%,8%

# Gathered by group, the entries above with an aryl thioether with sulfur outside any ring.
SMILES,ALDH1A1 block,GAA glycogen mod,Epigenetic reg,GLA spleen mod,GAA inhib,GAA spleen mod,Tau fluor cs,NPSR antagonist
CSc1cccc(NC(=S)NCCCO)c1,-3%,-1%,0.5%,8%,5%[15.4 µM],3%,-20%,-30%
Cc1cc(C(=O)CSc2nnc(N)s2)c(C)n1-c1c(C)n(C)n(-c2ccccc2)c1=O,1%,7%,-0.2%,2%,2%,4%,-10%,-6%[46.1 µM]
Cn1c(SCC(=O)c2ccc3c(c2)NC(=O)CO3)nc2ccccc21,3%,10%,-5.8%,-1%,1%,1%,-15%,-44%

# The list continues.
SMILES,ALDH1A1 block,GAA glycogen mod,Epigenetic reg,GLA spleen mod,GAA inhib,GAA spleen mod,Tau fluor cs,NPSR antagonist
CCOC(=O)CC1COCCN1Cc1cn[nH]c1-c1ccc2c(c1)OCO2 (configuration not stated),-2%,-2%,1.1%,7%,3%,-2%,4%,3%
O=C(N1CCCCCC1)N1CCN(S(=O)(=O)c2ccccc2)CC1,6.3µM*,-16%,-2.9%,-1%,?,-2%,-3%,-17%[46.1 µM]
COc1ccccc1NC(=O)Nc1ncccc1C,5%,-3%,-1.8%,-7%,-5%,-10%,-4%,5%[46.1 µM]
COC(=O)CSc1nc(NC#N)nc(NC(C)C)n1,6%,2%,5.7%,-1%,1%,-5%,-4%,4%[46.1 µM]
COc1ccc(OC)c(Nc2ncnc3c2cnn3-c2cccc(C)c2)c1,?,-3%,0.0%,4%,-1%,-1%,?,-17%
O=c1oc2ccccc2c(Nc2ccccc2)c1[N+](=O)[O-],?,6%,0.0%,-3%,-1%,-4%,-15%,-9%[46.1 µM]
CC(C)c1ccc(NC(=O)C(c2ccccc2)N2CCC3(CC2)OCCO3)cc1 (configuration not stated),?,8%,-2.6%,12%,-4%,2%,-8%,?
Cc1ccc(NC(=O)CCn2cnc3ccccc3c2=O)cc1Cl,0%,6%,-1.2%,1%,1%,-3%,0%,-29%[46.1 µM]
O=C(O)c1ccccc1SCC(=O)N1CCc2ccccc21,?,-9%,-0.1%,3%,8%,5%,1%,-14%
Cc1cccc(NC(=O)CN2C(=O)COc3ccc(Cl)cc32)c1,9%,7%,-0.9%,-7%,-9%,-8%,-12%,-10%[46.1 µM]
O=C1N=C(N2CCC(Cc3ccccc3)CC2)S/C1=C/c1cn[nH]c1-c1ccccc1,-8%,5%,0.3%,-9%,6%,-20%,-11%,?
CN(C)CCCN(CCCN(C)C)C(=S)Nc1ccc(S(=O)(=O)N2CCOCC2)cc1,/,-3%,6.9%,2%,/,0%,-1%,9%
CC(=O)Nc1ccc(S(=O)(=O)N(C)S(=O)(=O)c2ccc(F)cc2)cc1,7%,12%,0.3%,-5%,?,-4%,0%,-7%[46.1 µM]
CCOc1ccccc1OCCOc1cccc(C(F)(F)F)c1,2%,-7%,1.1%,7%,0%,2%,-18%,-6%[46.1 µM]
CSCCC(NC(=O)c1ccc([N+](=O)[O-])cc1Cl)C(=O)OCC(=O)N(C)C (configuration not stated),8%,0%,1.1%,2%,-3%,-14%,0%,6%
Cc1[nH]c2ccccc2c1C(=O)COC(=O)Cn1c(C(F)(F)F)nc2ccccc21,6%,-2%,1.1%,4%,-9%,10%,8%,2%
C/C(=N\Nc1nc(-c2ccc(C)cc2C)cs1)c1cc2ccccc2oc1=O,?,-7%,1.5%,6%,-7%,-2%,7%,-28%
CC(NC(=O)Nc1ccccc1)C(c1ccccc1)N1CCOCC1 (configuration not stated),8%,-7%,1.3%,-5%,4%,-7%,-3%,19%
NC1=NN=C(N2N=C(c3ccccc3)CC2(O)C(F)(F)F)n2ncnc2C1 (configuration not stated),?,-5%,-1.6%,7%,?,2%,2%,14%
COc1cccc(OC)c1C(=O)Nc1nc2ccc([N+](=O)[O-])cc2s1,?,-5%,-3.2%,-3%,0%,-4%,?,-16%

# Compounds from the list above that contain an NH in an aromatic ring (3):
SMILES,ALDH1A1 block,GAA glycogen mod,Epigenetic reg,GLA spleen mod,GAA inhib,GAA spleen mod,Tau fluor cs,NPSR antagonist
CCOC(=O)CC1COCCN1Cc1cn[nH]c1-c1ccc2c(c1)OCO2 (configuration not stated),-2%,-2%,1.1%,7%,3%,-2%,4%,3%
O=C1N=C(N2CCC(Cc3ccccc3)CC2)S/C1=C/c1cn[nH]c1-c1ccccc1,-8%,5%,0.3%,-9%,6%,-20%,-11%,?
Cc1[nH]c2ccccc2c1C(=O)COC(=O)Cn1c(C(F)(F)F)nc2ccccc21,6%,-2%,1.1%,4%,-9%,10%,8%,2%

# Next part:
SMILES,ALDH1A1 block,GAA glycogen mod,Epigenetic reg,GLA spleen mod,GAA inhib,GAA spleen mod,Tau fluor cs,NPSR antagonist
COc1ccccc1C1(CCNS(=O)(=O)c2ccc(C)cc2)CCOC(C(C)C)C1 (configuration not stated),-9%,-22%,13%,8%,-8%,-3%,-8%,-32%
CC(C)CNS(=O)(=O)c1ccc(CCC(=O)NCc2ccco2)cc1,2µM*,-9%,2.3%,1%,0%,1%,-10%,-7%[46.1 µM]
Cc1ccc(-c2nc(C#N)c(NCC3CCCO3)o2)cc1 (configuration not stated),?,?,-4.6%,10%,14%,5%,-19%,-16%
CCCC(c1nnnn1Cc1ccc2c(c1)OCO2)N1CCC(C(N)=O)CC1 (configuration not stated),6%,-7%,-2.6%,5%,?,7%,4%,-11%
O=C(CCc1ccccc1)Nc1cccc(-c2nnc(-c3ccco3)o2)c1,-2%,5%,7.3%,-3%,1%,-8%,-22%,-5%[46.1 µM]
CC(=O)Nc1ccc2nc(-c3ccncc3)[nH]c2c1,?,4%,-6.5%,4%,?,-7%,-11%,-5%[46.1 µM]
CC(C)(C)c1ccc(C(=O)NNC(=O)C(=O)N2CCCCC2)cc1,-1%,-2%,-0.9%,2%,-1%,-12%,-3%,1%[46.1 µM]
CCNCCNC(=O)c1c(O)c2cccc3c2n(c1=O)CCC3,-3%,8%,6.7%,-7%,-3%,-9%,2%,0%[46.1 µM]
COC(=O)[C@H](Cc1ccccc1)NC(=O)O[C@@H]1C(=O)c2cc(Br)ccc2O[C@H]1c1cccc(OC)c1,?,-4%,1.1%&0.2%,3%&-29%,-5%,2%&-13%,-20%&-22%,-9%
CC1=C(C(=O)OCCOC(C)C)C(c2cc3c(cc2Br)OCO3)C2=C(CCCC2=O)N1 (configuration not stated),?,1%,-0.8%,26%,4%,0%,-16%,-24%[46.1 µM]

# Results in NPSR antagonist and Tau fluor cs, for some of the entries so far:
Structure	NPSR antagonist	Tau fluor cs
CC1=C(C(=O)OCCOC(C)C)C(c2cc3c(cc2Br)OCO3)C2=C(CCCC2=O)N1 (configuration not stated)	-24%[46.1 µM]	-16%
CCOC(=O)N1CCN(C(=O)Cn2cnc3ccccc3c2=O)CC1	5%	0%

# Assay outcomes from PubChem.

# These rows are one share of the data, so the mix of outcomes need not match the whole.
